# RmlC RmlD mix: RmlC/RmlD inhibition, mixture screen | RmlC/RmlD coupled enzyme inhibition, 384-well mixture HTS | inhibition, % at 5.5 µM | 110,000 compounds, 0.39% hits | AID 1532; in the data active = inhibition above about 30%, passing the limit was not always enough; inconclusive = no clear call, values can overlap the other calls; also: strong numbers were not always called active
# HIV RNase H inh: blocks HIV-1 RNase H cleavage of RNA/DNA duplex | P04585 | RT-RNase H RNA/DNA duplex cleavage, fluorescence | inhibition, % at 10 µM | 65,000 compounds, 1.9% hits; in the data active = inhibition above about 50%
# * = called active by the depositor; ? = inconclusive; . = no result given.
SMILES,RmlC RmlD mix,HIV RNase H inh
COC(=O)C1=C(c2ccc(S(C)(=O)=O)cc2)C[C@@H]2CC[C@H]1N2C(=O)NCC1CC1,5,.
CCCn1cnc2c(cnn2-c2ccc(F)cc2)c1=O,-14,-9
COCCCN1CC23C=CC(O2)C(C(=O)O)C3C1=O (stereo unspecified),12,-11
N/C(=N\c1nc2c(c(=O)[nH]1)CCCC2)Nc1ccc(Oc2ccccc2)cc1,-8,.
CC(C)(C)OC(=O)N1CCCC1C(=O)NCCc1ccccc1 (stereo unspecified),5,-3
CCOC(=O)C1=C(CS(=O)(=O)c2ccccc2)NC(=O)NC1c1ccccc1 (stereo unspecified),0,-7
O=C(CN1C(=O)CCSc2ccccc21)Nc1ccc(F)cc1,-7,-12
O=C(Cc1ccccc1)N1CCN(Cc2c[nH]c3ccccc23)CC1,-8,9
CC(C)n1nnnc1CN1CCN(C)CC1,7,-4
CC(C)(C)c1ccc(OCC(=O)NCc2ccco2)cc1,2,2
Cc1cc(C(=O)O)c(S(C)(=O)=O)s1,-7,-18
CCCOC(=O)c1ccc(Nc2nc(C)cc(=O)[nH]2)cc1,-10,.
Cn1c(=O)c2c(nc(CN3CCCCC3)n2Cc2c(F)cccc2Cl)n(C)c1=O,-44,-17
CCn1c(SCC(=O)NCc2ccccc2)nc2ccccc2c1=O,21,0
CCS(=O)(=O)Nc1ccc(-c2nnc(SCC(=O)c3ccc(NC(C)=O)c(OC)c3)o2)cc1,.,15
O=C1CSC(c2cccnc2)N1C1CCCCC1 (stereo unspecified),-11,-13
CCOC(=O)c1ccc(N2CN=C3SCC(=O)N3C2)cc1,3,-6
O=C(CSc1nc2cccnc2n1Cc1ccccc1)N1CCCC1,-8,.
O=C(Nc1ccc(N2CCOCC2)c(Cl)c1)c1cccnc1Cl,5,.
Cc1noc(/C=C/N(C)C)c1S(=O)(=O)N(C)CC(=O)N1CCc2ccccc21,12,-15
CCCc1nnc(NC(=O)c2cc(OC)cc(OC)c2)s1,-1,5
COc1ccc(C(=O)N2CCN(c3nc4ccccc4o3)CC2)cc1OC,0,-8
CCOC(=O)C1=C(C)Nc2ccccc2N=C1NC(=O)c1cccc(S(=O)(=O)NCc2ccccc2)c1,-20,.
CC(C)(C)c1ccc(OCc2ccc(C(=O)N/N=C/c3ccc([N+](=O)[O-])cc3)o2)cc1,5,.
COc1ccc(-n2ncc3c(NCc4ccccn4)ncnc32)cc1,3,-2

# Structural class: the compounds so far containing a COOH group (two)
SMILES,RmlC RmlD mix,HIV RNase H inh
COCCCN1CC23C=CC(O2)C(C(=O)O)C3C1=O (stereo unspecified),12,-11
Cc1cc(C(=O)O)c(S(C)(=O)=O)s1,-7,-18

# Other compounds follow.
SMILES,RmlC RmlD mix,HIV RNase H inh
CCOc1ccc(NC(=O)c2cc3n(n2)C(C(F)(F)F)CC(c2ccco2)N3)cc1 (stereo unspecified),-9,1
O=C(Nc1ccccc1N1CCOCC1)c1ccccc1[N+](=O)[O-],4,.
COc1ccccc1-c1cc(C(=O)NC(C)C)no1,-6,-17
FC(F)(F)c1cccc(NC(=S)NNC(=S)NCc2ccccc2)c1,-15,.
CCC(=O)Nc1ccccc1C(=O)OCC(=O)c1ccc2ccccc2c1,-13,.
CCOC(=O)CSc1nc2c(c(=O)n1-c1ccc(OC)cc1)SCC2,10,-13
C=CCNC(=S)NNC(=O)c1cccn(Cc2ccc(Cl)cc2)c1=O,21,.
O=C(O)Cc1csc2ccccc12,-13,-1
Cc1ccc(NC(=O)C2CC(=O)n3c(nc4ccccc43)N2)cc1 (stereo unspecified),1,.
CCOc1ccccc1NS(=O)(=O)c1cccs1,6,-69
Cc1ccc(-c2noc(COc3ccccc3C)n2)cc1,-15,-20
O=C(c1cc2c(s1)CCCC2)N1CCC2(CC1)OCCO2,10,-6
Cc1c(/C=N/n2cnnc2)c2ccccc2n1CCOc1ccccc1,1,-51
COc1ccc(-c2ccc(=O)n(Cc3cc(=O)n4ccccc4n3)n2)cc1,13,-15
COCC(C)NS(=O)(=O)c1ccc(C)cc1 (stereo unspecified),10,.
CCN(CC)CCOC(=O)c1c(C)oc2ccc(OC)cc12,-16,-7
O=C(N/N=C/C=C/c1ccccc1)c1cc2c(ccc3ccccc32)o1,-5,.
COc1cc2cc3c(N)c(C(=O)NCc4ccco4)sc3nc2cc1OC,21,4
Cc1cc(C)n(C(=O)c2cc3sccc3[nH]2)n1,9,-3
CC(=O)Nc1ccc(S(=O)(=O)N2CCCc3ccccc32)cc1,-5,-4
O=C(Cc1ccccc1)Nc1nonc1NC(=O)c1ccccc1,21,-6
COc1ccc(CC2C(=O)N(c3ccccc3)C(=O)N(c3ccccc3)C2=O)c(OC)c1,-10,.
Cc1ccc(C2C(C(=O)c3sc(C)nc3C)=C(O)C(=O)N2CCN(C)C)o1 (stereo unspecified),17,-3
CC(=O)c1ccc2c3c(cccc13)CC2,-20,.
CCCn1c(SCc2ccon2)nc2ccccc2c1=O,-8,.
# Next part:
SMILES,RmlC RmlD mix,HIV RNase H inh
CCOC(=O)c1nnn(-c2nn3nnnc3c3ccccc23)c1C,-14,-12
COC(=O)c1cc(Cl)c(NC(=O)/C=C/c2ccc(Cl)cc2Cl)cc1OC,62*,.
Cc1cc(C)cc(C(=O)N2CC(C)OC(C)C2)c1 (stereo unspecified),-2,.
c1coc(CNc2ncnc3c2oc2ccccc23)c1,7,-2
COC(=O)c1c(-c2ccccc2)csc1NC(=O)c1ccco1,-54,1
CN(CCNC(=O)C1(O)c2ccccc2NC(=O)N1c1ccccc1)Cc1ccccc1 (stereo unspecified),11,-3
Cn1cc(S(=O)(=O)CC(=O)Nc2ccc3c(c2)OCCO3)c2ccccc21,8,.
CCC(C)Nc1nc(SC(C(C)=O)C(C)=O)nc(N(C)C)n1 (stereo unspecified),61,-7
CCOC(=O)C1=C(C)NC(=O)NC1c1ccc2c(c1)OCCO2 (stereo unspecified),-7,-17
O=C(O)c1ccc(CN2C(=O)CSC2=S)cc1,6,33
COc1ccc(C(=O)Oc2c(CN3CCOCC3)cc(Cl)c3cccnc23)cc1OC,-6,-12
CN(C)c1ccc(CNC(=O)c2ccc(CNc3c(N4CCCCC4)c(=O)c3=O)cc2)cc1,7,.
O=C(CSc1ccc(-c2nc3ccccc3[nH]2)cn1)N1CCN(C(=O)c2ccco2)CC1,-29,6
C[C@@H](C[C@@H](O)[C@H](O)C(C)(C)O)[C@@H]1CC[C@]2(C)C3=CC[C@H]4C(C)(C)C(=O)CC[C@]4(C)[C@H]3CC[C@@]12C,-8,.
CCOc1ccc(-n2c(SC(C)C)nc3c(c2=O)SCC3)cc1,-3,-21
CC(C)Cn1c(C(C)C)nc([N+](=O)[O-])c1Sc1ccc(Cl)cn1,-10,.
CCn1c(=O)n(CC)c2cc(S(=O)(=O)Nc3ccccc3C)c(C)cc21,12,-12
COc1ccccc1Oc1ccc2c(c1)C(=O)N(c1ccc(Br)c3cccnc13)C2=O,-5,.
O=C(CSc1nc(Nc2ccccc2)nc(N2CCOCC2)n1)Nc1ccc2c(c1)OCCO2,-16,-1
O=C(O)c1ccc(-c2noc(-c3cccc(F)c3)n2)cc1,-105,.
CC(Oc1ccccc1)C(=O)N1CCC2(CC1)Oc1ccc(F)cc1C(=O)C21CC(c2ccc(Cl)cc2)=NO1 (stereo unspecified),53,.
CN(C)S(=O)(=O)c1ccc(C(=O)OCC(=O)Nc2ccccc2OC(F)F)cc1,1,.
CCCOc1ccc(NC(N)=O)cc1OCCC,.,9
COc1ccc(O)c(/C=N\NC(=O)CCn2nnc3ccccc32)c1,1,.
C/C(=N\O)C1/C(=N/O)CC2C1C2(C)C (stereo unspecified),-123,-5
# (list continues)
SMILES,RmlC RmlD mix,HIV RNase H inh
O=C(CN1CCN(c2ccc(F)cc2)CC1)Nc1ccc(-n2cnnn2)cc1,1,-23
CCN1CCc2c(C#N)c(N3CCOCC3)nc(N3CCOCC3)c2C1,2,.
CC(C)c1nccn1S(=O)(=O)c1cc(Cl)ccc1Cl,-7,-46
COCCNC(=O)c1cc(-c2ccc(Cl)c(Cl)c2)on1,-13,-1
C=CCNc1nc(C)c(C(C)=O)cc1C#N,-9,.
c1ccc(N2CCN(Cc3ccsc3)CC2)nc1,124,26
O=C(O)CN1C(=O)SC(Nc2ccc(Cl)cc2)C1=O (stereo unspecified),-8,.
CCSCCNC(=O)c1cncc(Br)c1,-10,-3
Nc1ccc(C(=O)N2CCCC2)cc1,-12,.
COCCNC(=O)c1cc2sc3ccccc3c2s1,11,-34
O=C(Nc1ccc2sccc2c1)c1ccc(Cl)s1,-10,6
CC(NC(=O)c1ccncc1)C(C)(C)C (stereo unspecified),-11,.
CSc1nncn1/N=C/c1cc(Cl)ccc1F,-8,-8
CCn1cc(S(=O)(=O)CC(=O)NC2CCCCC2)c2ccccc21,1,-7
Cc1ccnc(NC(=O)CCC(=O)N(CC(=O)NCC2CCCO2)Cc2ccc(F)cc2)c1 (stereo unspecified),-51,5
O=C(NCCCN1CCOCC1)c1onc(CSc2ccc(F)c(F)c2)c1C(=O)NCCCN1CCOCC1,-11,.
COc1cccc(/C=N\n2c(C)nnc2C)c1OC,3,-10
COc1ccc(-c2noc(CSc3nc4ccccc4c(=O)n3-c3ccccc3)n2)cc1OC,21,33
Cc1occc1C(=O)NNC(=O)C(c1ccccc1)c1ccccc1,-12,.
O=S(=O)(NCCCO)c1ccc2c(c1)Cc1cc(S(=O)(=O)NCCCO)ccc1-2,?,-19
O=C(O)CCC(NS(=O)(=O)c1ccc(N2CCCC2=O)cc1)C(=O)O (stereo unspecified),7,20
CCN(C(=O)COC(=O)c1ccccc1Nc1cccc(C)c1C)C1CCS(=O)(=O)C1 (stereo unspecified),5,.
CCCN(CC1CC1)c1nc(N)c2c(N)nc(OC)cc2c1C#N,-37,.
CC(NS(=O)(=O)c1ccc(CCC(=O)N2CCN(C)CC2)cc1)c1ccccc1 (stereo unspecified),-13,-5
COc1ccc(S(=O)(=O)Nc2cc(Cl)ccc2OC)cc1,-5,-34
# Later entries:
SMILES,RmlC RmlD mix,HIV RNase H inh
CC(=O)CCc1oc2ccc(NC(C)=O)cc2c1-c1ccc(C)o1,-6,-8
CCOC(=O)C1=C(C)N(c2ccccc2)C(=O)C1CC(=O)O (stereo unspecified),-12,39
O=C(COC(=O)c1cccc2ccccc12)Nc1ncc(C(F)(F)F)cc1Cl,-11,.
CCOc1ccc(NC(=O)C2CCCN(S(=O)(=O)c3cccc4nsnc34)C2)cc1 (stereo unspecified),48,.
CCN=C(NCC)SC1CC(=O)N(c2ccccc2)C1=O (stereo unspecified),1,-3
COC(=O)c1c(NC(=O)CN2C(=O)c3ccccc3C2=O)sc(Cc2ccc3c(c2)OCO3)c1C,-9,.
COCC(=O)Nc1nc2ccc(S(C)(=O)=O)cc2s1,8,-8
O=C(c1ccc(=O)n(Cc2ccccc2)n1)N1CCN(C/C=C/c2ccccc2)CC1,7,2
Cc1cccc(Oc2ncnc3oc(-c4ccccc4)cc23)c1C,-15,.
OCCN1CN=C(Nc2nc3ccccc3o2)NC1,-4,-7
Oc1ccccc1-c1cc(C(F)(F)C(F)F)[nH]n1,5,10
COc1ccc(N2C(=NC(C)=O)SC3CS(=O)(=O)CC32)cc1OC (stereo unspecified),-4,-15
Fc1ccccc1CSc1nncn1NC/C=C/c1ccccc1,-5,.
CCOC(=O)N1CCN(C(=O)C2CC(c3ccccc3OC)=NO2)CC1 (stereo unspecified),-1,-3
Cc1cc(C)cc(N2CCN(C(=O)N3CCOCC3)CC2)c1,0,-2
CC1CCCN(S(=O)(=O)c2ccc(NC(=O)c3cccc(-n4cnnn4)c3)cc2)C1 (stereo unspecified),-18,-9
C=CCn1c(O)c(C(C)=NCc2cc(OC)cc(OC)c2)c(=O)[nH]c1=O,8,-2
O=C1CCCN1CCCN1C(=O)N[C@@H](Cc2ccccc2)C1=O,7,-3
N#C/C(=C(/O)CN1C(=O)c2ccccc2C1=O)c1nc2ccccc2[nH]1,-5,-7
CCn1c(SCC(=O)NCCOc2ccccc2)nc2ccccc2c1=O,-9,-38
CCC1(CC)C(=O)C(C)(C)C(=O)OC1c1cccs1 (stereo unspecified),-24,-19
COc1ccc(CCNc2ncnc3nc[nH]c23)cc1OC,15,-6
Cc1ccc(N2C(=O)C(Cl)=C(NCCO)C2=O)c(C)c1,1,-6
O=C(c1ccccc1Cl)N1CCN(c2ccccn2)CC1,.,2
Cn1c(CNc2ccc(Cl)cc2)nnc1SCc1ccccc1,-12,-11
Cc1cc(C)n2cc(CSc3nnnn3-c3ccccc3C)nc2n1,10,-18
Nc1ccc(Cc2nc3cc4ccccc4cc3[nH]2)cc1,10,.
COc1ccc(N2CCN(C(CNS(=O)(=O)c3cc(F)ccc3F)c3cccnc3)CC2)cc1 (stereo unspecified),.,6

# Entries listed so far that have two or more sulfur atoms, in the order listed:
SMILES,RmlC RmlD mix,HIV RNase H inh
Cc1cc(C(=O)O)c(S(C)(=O)=O)s1,-7,-18
CCS(=O)(=O)Nc1ccc(-c2nnc(SCC(=O)c3ccc(NC(C)=O)c(OC)c3)o2)cc1,.,15
FC(F)(F)c1cccc(NC(=S)NNC(=S)NCc2ccccc2)c1,-15,.
CCOC(=O)CSc1nc2c(c(=O)n1-c1ccc(OC)cc1)SCC2,10,-13
CCOc1ccccc1NS(=O)(=O)c1cccs1,6,-69
O=C(O)c1ccc(CN2C(=O)CSC2=S)cc1,6,33
CCOc1ccc(-n2c(SC(C)C)nc3c(c2=O)SCC3)cc1,-3,-21
COCCNC(=O)c1cc2sc3ccccc3c2s1,11,-34
O=C(Nc1ccc2sccc2c1)c1ccc(Cl)s1,-10,6
O=S(=O)(NCCCO)c1ccc2c(c1)Cc1cc(S(=O)(=O)NCCCO)ccc1-2,?,-19
CCOc1ccc(NC(=O)C2CCCN(S(=O)(=O)c3cccc4nsnc34)C2)cc1 (stereo unspecified),48,.
COCC(=O)Nc1nc2ccc(S(C)(=O)=O)cc2s1,8,-8
COc1ccc(N2C(=NC(C)=O)SC3CS(=O)(=O)CC32)cc1OC (stereo unspecified),-4,-15

# Assay outcomes: PubChem BioAssay, several laboratories

# These rows are one share of the data. The share of hits here may be higher or lower than overall.
